MRP resist rev: MRP-mediated drug resistance reversal. H69AR cells + 2 uM doxorubicin, CellTiter-Glo, 72 h. differential viability (reversal), % at 10 µM. actives 0.04% (n = 85,000). AID 602;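 active means viability drop by adding the cancer drug above about 55%, with treated viability meeting a 40% cutoff, limit read from the data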;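 further: viability without doxorubicin minus viability with 2 µM doxorubicin for each compound; larger differential means the compound sensitizes cells more to doxorubicin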
IL1B NFkB inh: blocks IL-1B driven NFkB nuclear translocation in HUVEC cells. HUVEC IL-1B NFkB p65 nuclear translocation imaging. inhibition, % at 2 µM. actives 0.43% (n = 94,000);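 active means inhibition above about 30% together with a positive call from visual inspection of the well image, limit read from the data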;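 further: nuclear over cytoplasmic p65 intensity ratio measured by imaging; 0% = IL-1B stimulated DMSO wells and 100% = unstimulated DMSO wells; values of inactives mirror those of a sister screen read the other way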
PLAP inhibition: inhibition of human placental alkaline phosphatase – biochemical, luminescence, HTS (AID 690) | purified PLAP, luminescent substrate; higher % means a stronger effect | inhibition, % at 20 µM, or IC50 in µM where a hit was titrated | actives 0.08% (n = 96,000); in the data active means a potency from the dose series; inactive means the rest, 99 in 100 with inhibition below about 30%; further: strong numbers were not always called active
IL1B NFkB pot: enhances IL-1B driven NFkB nuclear translocation; HUVEC IL-1B NFkB p65 nuclear translocation imaging; activation, % at 2 µM; actives 0.3% (n = 94,000); AID 819;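 active means activation above 40%, about the mean plus 3 SD, also judged a hit on visual image review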;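 further: percent activation is computed from the nuclear over cytoplasmic p65 intensity ratio; values of inactives mirror those of a sister screen read the other way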
Bcl-B displacement: displacers of TR3 peptide from Bcl-B, primary screen, selectivity assay for Bfl-1 inhibitor project, biochemical, fluorescence polarization; FP displacement of FITC-TR3 peptide from Bcl-B; higher % means a stronger effect; actives 0.11% (n = 96,000); AID 748; displacement, % at 20 µM; hits with a dose series show IC50 in µM;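 active means displacement above 50% at 20 µM plus a fluorescence interference ratio under 1.5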;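 further: plate controls were wells without compound for no effect and wells lacking Bcl-B protein for full effect; a part of the inactive calls stands beside numbers as strong as those of hits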
MRP resist rev cytotoxicity: second read-out of MRP resist rev, no call of its own (marks repeat the call); viability, %; H69AR cells, CellTiter-Glo, 72 h; measured here: cytotoxicity without doxorubicin
MRP resist rev with doxorubicin: further read-out of MRP resist rev, marked with its call; viability, %; measured here: viability with 2 uM doxorubicin; hits give low values
IL1B NFkB inh cell count 2 µM: recorded beside IL1B NFkB inh, whose call it bears; cell count; measured here: cells passing quality filter;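 raw number of nuclei counted in each imaged well without normalization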
IL1B NFkB pot cell count 2 µM: second read-out of IL1B NFkB pot, no call of its own (marks repeat the call); cell count; measured here: cells passing quality filter
* = called active by the depositor; . = no result given.

Molecule,MRP resist rev cytotoxicity,Bcl-B displacement,IL1B NFkB inh,MRP resist rev,MRP resist rev with doxorubicin,PLAP inhibition,IL1B NFkB pot cell count 2 µM,IL1B NFkB inh cell count 2 µM,IL1B NFkB pot
CCn1nnnc1SCC(=O)Nc1ccc(OCc2ccccc2)cc1,91.8,.,-19.1,7.1,84.8,.,139,139,19.1
O=C(c1cc2ccccn2n1)N1CCCC1,108.5,11.3%,-8.6,15.6,92.9,13.1%,80,80,8.6
CCC(=O)Nc1cccc(NC(=O)CSc2nnc(C(C)C)n2CC)c1,101.5,1.3%,-27.3,13.9,87.5,13.8%,172,172,27.3
O=C(CSCc1c(F)cccc1Cl)NCC1CCCO1 (configuration not stated),90.5,1.4%,-1.4,-7.6,98.1,14.7%,193,193,1.4
O=C(O)COc1ccc(Cl)cc1CO,96.7,-7.0%,-13.2,0.7,96.0,-18.7%,126,126,13.2
CCOC(=O)c1sc(NC(=O)c2cc3n(n2)C(C(F)(F)F)CC(c2cccs2)N3)c(C(=O)OCC)c1C (configuration not stated),.,-3.6%,2.2,.,.,-20.9%,143,143,-2.2
COC(=O)C(NS(C)(=O)=O)(c1c(C)[nH]c2ccccc12)C(F)(F)F (configuration not stated),87.5,-2.5%,-0.7,-2.9,90.4,-1.6%,87,87,0.7
COc1cc(NC2c3ccccc3C(=O)N2Cc2ccc3c(c2)OCO3)cc(OC)c1OC (configuration not stated),77.7,-1.2%,16.7,2.2,75.4,-11.0%,171,171,-16.7
C/C(Cl)=C/Cn1c(=O)c2c(nc(Br)n2Cc2ccccc2)n(C)c1=O,70.7,4.3%,-0.1,-9.3,80.0,15.3%,124,124,0.1
CC(=O)Cc1nsc(NC(=O)c2ccc(-c3cc(C(F)(F)F)ccc3Cl)o2)n1,.,-5.6%,11.4,.,.,23.6%,93,93,-11.4
O=C(NC(CSCc1ccccc1)C(=O)N/N=C/c1ccc(O)cc1O)c1ccc([N+](=O)[O-])cc1 (configuration not stated),30.1,16.8%,-28.5,-19.4,49.5,-166.1%,88,88,28.5
O=C(NCc1ccccc1)c1cc(-n2cnnc2)ccc1Cl,94.8,-1.1%,-8.8,52.6,42.3,-13.1%,130,130,8.8
CSc1nc2[nH]c3c(c2c2nncn12)CC(C)(C)OC3,85.5,0.5%,.,12.0,73.5,13.8%,.,.,.
CCCCNC(=O)Nc1cc(C(F)(F)F)c[nH]c1=O,91.3,-1.2%,-16.4,-5.1,96.5,-19.3%,148,148,16.4
COc1ccccc1CNC(=O)C1CCN(C(=O)N(C)C)CC1,101.4,-6.0%,-19.4,0.9,100.4,-5.4%,166,166,19.4
O=C(Nc1ccccc1)c1nnsc1S(=O)c1ccc(Cl)cc1 (configuration not stated),.,1.8%,12.3,.,.,7.6%,140,140,-12.3
O=C(C(Cc1ccccc1)n1cccc1)N1CCN(C2CCCCC2)CC1 (configuration not stated),92.6,-6.8%,-13.9,11.2,81.4,-50.3%,193,193,13.9
CCC(C)(C)n1nnnc1C(c1cccs1)N1CCN(c2nc3ccccc3s2)CC1 (configuration not stated),86.4,7.0%,-28.6,-4.9,91.3,-52.9%,168,168,28.6
COc1ccc(-c2ccc(C#N)c(SCC(=O)OCc3ccccc3)n2)cc1OC,86.7,-5.3%,-1.7,-1.3,88.1,12.9%,162,162,1.7
O=C(c1ccco1)N1CCN(C(=O)N2c3ccccc3Sc3ccccc32)CC1,31.9,-8.0%,24.3,-21.5,53.4,-52.3%,74,74,-24.3

Already shown: entries from further up.
Molecule,MRP resist rev cytotoxicity,Bcl-B displacement,IL1B NFkB inh,MRP resist rev,MRP resist rev with doxorubicin,PLAP inhibition,IL1B NFkB pot cell count 2 µM,IL1B NFkB inh cell count 2 µM,IL1B NFkB pot
CCn1nnnc1SCC(=O)Nc1ccc(OCc2ccccc2)cc1,91.8,.,-19.1,7.1,84.8,.,139,139,19.1
O=C(c1cc2ccccn2n1)N1CCCC1,108.5,11.3%,-8.6,15.6,92.9,13.1%,80,80,8.6
CCC(=O)Nc1cccc(NC(=O)CSc2nnc(C(C)C)n2CC)c1,101.5,1.3%,-27.3,13.9,87.5,13.8%,172,172,27.3
O=C(CSCc1c(F)cccc1Cl)NCC1CCCO1 (configuration not stated),90.5,1.4%,-1.4,-7.6,98.1,14.7%,193,193,1.4
O=C(O)COc1ccc(Cl)cc1CO,96.7,-7.0%,-13.2,0.7,96.0,-18.7%,126,126,13.2

Additional compounds.
Molecule,MRP resist rev cytotoxicity,Bcl-B displacement,IL1B NFkB inh,MRP resist rev,MRP resist rev with doxorubicin,PLAP inhibition,IL1B NFkB pot cell count 2 µM,IL1B NFkB inh cell count 2 µM,IL1B NFkB pot
CC(=O)Oc1ccc(N2C(=O)CCC2=O)cc1,79.1,-0.4%,7.4,-14.0,93.1,-15.5%,98,98,-7.4
COc1cc2c(C(=O)NCCCOC(C)C)cn(CC(C)C)c(=O)c2cc1OC,74.9,22.3%,-17.3,-12.5,87.4,-35.6%,138,138,17.3
O=C1NC(=O)C(CC(=O)N(Cc2ccco2)C2(C(=O)NC3CCCC3)CCCCC2)N1 (configuration not stated),90.9,-2.5%,10.9,1.8,89.1,-32.1%,70,70,-10.9
Cc1ccc(-c2c(C#N)c(N)nc3c2CCCCC3)o1,92.6,-15.6%,.,3.2,89.4,10.8%,.,.,.
CCOc1ccc(-c2csc(C3COc4ccccc4O3)n2)cc1 (configuration not stated),.,.,-20.6,.,.,.,157,157,20.6
Cc1ccc(C(=O)c2coc3ccc(OCC(=O)O)cc23)cc1,84.0,2.9%,-17.0,-19.0,103.0,-4.1%,155,155,17.0
C=CCc1ccc(OCCOc2cccc3ccc(C)nc23)c(OC)c1,.,-1.2%,-21.5,.,.,-34.4%,174,174,21.5
O=c1[nH]cnc2c1nc(SCc1ccccc1)n2C1OC(CO)C(O)C1O (configuration not stated),100.2,-3.9%,4.2,12.9,87.2,-17.3%,109,109,-4.2
CCOC(=O)Cn1c(=O)oc2cc(S(=O)(=O)Nc3cc(OCC)ccc3OCC)ccc21,110.1,3.4%,21.4,11.7,98.3,-14.9%,101,101,-21.4
COc1ccc(CNC(=O)Cn2cnc3c(=O)n(C)c(=O)n(C)c32)cc1,89.8,0.9%,-10.0,-5.8,95.6,-14.0%,144,144,10.0
O=C(/C=C/c1ccccc1)N/C(=C/c1ccccc1)C(=O)NCCO,.,0.0%,0.1,.,.,-0.7%,169,169,-0.1
Cc1ccc(C(=O)N2CC(C)OC(C)C2)c(Cl)c1 (configuration not stated),102.3,0.8%,-16.1,13.2,89.2,5.7%,149,149,16.1
CC(=O)Nc1ccc(-n2c(C)c(C(C)=O)c(C(C)=O)c2C)cc1,96.5,3.6%,.,14.8,81.7,5.2%,.,.,.
Cc1c(NC(=O)Cn2nc(C(=O)O)c3ccccc3c2=O)c(=O)n(-c2ccccc2)n1C,98.8,-0.4%,2.3,0.1,98.8,5.1%,158,158,-2.3
CS(=O)(=O)Nc1ccc(OCc2ccccc2)cc1,90.7,-4.9%,11.0,-6.6,97.3,4.2%,176,176,-11.0
Cc1ccc(C(=O)CCNc2ccc(Cl)cc2)o1,83.6,-10.0%,4.6,-4.5,88.0,11.0%,179,179,-4.6
O=C(Nc1ccc2c(c1)OCCO2)c1c(F)c(F)c(F)c(F)c1F,96.0,-1.7%,-0.8,-2.3,98.3,8.2%,92,92,0.8
CCOC(=O)c1cc(-c2ccc(OC)cc2)nc2c1c(C)nn2CCC#N,59.7,8.1%,4.6,-3.5,63.2,-79.1%,107,107,-4.6
COc1ccc(/C(O)=C2\C(=O)C(=O)N(c3cc(C)on3)C2c2ccccc2OC)cc1C (configuration not stated),49.9,-12.0%,.,-33.0,82.9,-5.5%,.,.,.
COc1cccc(C(=O)OC(C)CN2CCCC2)c1 (configuration not stated),100.2,-9.5%,-2.4,3.6,96.6,-2.8%,200,200,2.4
O=C(Cc1nc(-c2ccc([N+](=O)[O-])cc2)cs1)Nc1ccccc1,.,-6.0%,-5.2,.,.,-2.6%,145,204,0.9
Cc1cc(C)cc(N(C(C)C(=O)Nc2c(C)n(C)n(-c3ccccc3)c2=O)S(C)(=O)=O)c1 (configuration not stated),104.9,-6.0%,47.4*,46.1,58.8,-43.1%,122,122*,-47.4
O=C(NC1CCCCC1)NC1CC2CCC(C1)N2Cc1nnnn1Cc1ccc2c(c1)OCO2 (configuration not stated),85.7,3.6%,3.8,5.7,80.0,-35.7%,156,156,-3.8
CC(C)c1nnc(NC(=O)CCC(=O)NCC2CCCO2)s1 (configuration not stated),83.6,-8.0%,4.2,-13.4,96.9,0.5%,123,123,-4.2
COc1ccc(Cc2c(N)nc(N)nc2N)cc1,.,2.0%,-17.4,.,.,-14.1%,155,155,17.4
CCCn1c(SC(C)C(=O)O)nc2ccccc21 (configuration not stated),73.5,2.6%,24.8,0.4,73.1,-16.7%,112,112,-24.8
Cn1c(N)c(C(=O)CSc2nc3ccccc3n2-c2ccccc2)c(=O)n(C)c1=O,82.2,-13.8%,.,-2.9,85.1,15.8%,.,.,.
COc1cc(C2NC(=O)NC(C)=C2C(=O)OCc2ccccc2)ccc1O (configuration not stated),91.8,-12.9%,.,7.4,84.4,-3.2%,.,.,.
CCOc1cc(C(=O)Nc2c3c(nn2C(C)(C)C)CS(=O)C3)cc(OCC)c1OCC (configuration not stated),76.0,.,1.1,-6.9,83.0,.,142,142,-1.1
COc1cccc(C(=O)Nc2c(F)c(F)c(F)c(F)c2F)c1,99.3,0.8%,3.8,4.4,95.0,8.0%,147,147,-3.8
CC(C)(C)OC(=O)NCCc1nnc(S(=O)(=O)Cc2ccc(Cl)cc2Cl)o1,53.0,-3.8%,-2.0,-21.1,74.1,-4.1%,124,124,2.0
COc1cc2c(c(OC)c1)C(c1ccncc1)CC(=O)N2 (configuration not stated),87.8,-3.4%,.,11.5,76.3,6.8%,.,.,.
COCCn1c(COc2ccccc2)nnc1SCC(N)=O,100.1,-3.1%,0.7,11.7,88.4,16.6%,132,132,-0.7
Cc1cc2ccccc2c(=O)n1CC(=O)NCC(=O)N1CCN(c2cccc(Cl)c2)CC1,81.1,-0.9%,-8.3,2.5,78.6,5.0%,72,72,8.3
COC(=O)C1CCN(C(=O)COC(=O)Cn2cnnn2)CC1,89.5,-0.8%,2.7,-1.2,90.8,-14.9%,138,138,-2.7

Bioassay records: PubChem, several laboratories

Some of the compounds tested; rates above refer to the full screens.
